DAX1 inh-1 = inhibitors of DAX1 repression of SF-1 activated StAR promoter. HEK293T StAR-luciferase reporter, SF-1/DAX-1 repression relief. inhibition, % at 6.8 µM. AID 652010. 1.1% of 370,000 active;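 active = inhibition above the mean over all tested compounds plus 3 SD, cut at about 3.6% in these data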;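 note: 0% = DAX-1 cells with DMSO and 100% = cells lacking DAX-1 with DMSO; higher inhibition means more luminescence from relief of DAX-1 repression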
ADAM17 inh = inhibits human ADAM17; inhibition, % at 6.95 µM; recombinant ADAM17, EDANS/DABCYL FRET peptide cleavage; AID 720648; 0.83% of 370,000 active; P78536;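 active = inhibition above the mean of compounds lying between control limits plus 3 SD, set per campaign, cut at about 8.5% in these data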;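 note: 0% = DMSO-only wells as the low control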
PLCb3 inh = inhibitors of human phospholipase C beta3. Purified PLC-beta3, fluorogenic substrate, fluorescence. inhibition, % at 12.2 µM. 0.18% of 370,000 active; in the data active = inhibition above about 11%;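 note: 0% = median of compound wells on plate and 100% = full blocker control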
PLC-gamma1 inh = blocks human PLC-gamma1 enzyme activity | P19174 | purified PLC-gamma1, fluorogenic substrate, fluorescence | 0.84% of 370,000 active | AID 720700 | inhibition, % at 12.2 µM; in the data active = inhibition above about 9.5%
ssDAF-12 act = activators of S. stercoralis DAF-12 nuclear receptor; activation, % at 6.8 µM; AID 652126; 1% of 370,000 active; HEK293 ssDAF-12/GRIP1 lit1-tk-luc reporter, luminescence; % of 3 µM dafachronic acid response;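 active = activation above the mean over all tested compounds plus 3 SD, cut at about 0.9% in these data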;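 note: 0% = DMSO-only wells and 100% = 3 µM delta7-dafachronic acid wells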
hcDAF12 agonist = H. contortus DAF-12 activation, primary screen; HEK293 hcDAF-12 lit1-tk-luc reporter, luminescence; 0% DMSO, 100% Δ7-dafachronic acid; activation, % at 6.8 µM; 1.4% of 370,000 active; AID 652067;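 active = activation above the mean of all tested compounds plus 3 SD, cut at about 5.5% in these data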;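 note: 100% = response to 3 µM Δ7-dafachronic acid high control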
hgDAF-12 ag = activates the H. glycines DAF-12 receptor ligand-binding domain; activation, % at 6.8 µM; 1.8% of 370,000 active; HEK293 GAL4-hgDAF12 UAS-luciferase reporter, agonist luminescence; normalized to butyrate control;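 active = activation above a cutoff set at the mean of all screened compounds plus 3 SD, cut at about 10% in these data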;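 note: 0% = DMSO wells and 100% = sodium butyrate wells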
DAX1 inh-2 = inhibitors of human orphan nuclear receptor DAX1 (NR0B1). P51843. HEK293 Gal4-DAX1 luciferase reporter, luminescence. inhibition, % at 6.75 µM. 0.99% of 340,000 active. AID 504766;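 active = inhibition above the mean over all tested compounds plus 3 SD, cut at about 4.2% in these data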;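 note: 0% = DAX1-transfected cells with DMSO and 100% = empty-vector control cells with DMSO; inhibition shows as a rise in luminescence from relieved DAX1 repression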
SMARCA2 act = SMARCA2 function activation, primary screen | activation, % at 9.1 µM | MG213 cells, MMTV-luciferase reporter, dexamethasone, overnight | 1% of 370,000 active; in the data active = activation above about 7.8%;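 note: 0% = vehicle wells and 100% = reference activator wells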
Rev-erbA mod = modulates human Rev-erb alpha binding to DNA; activity, % at 10 µM; Rev-erbα–FITC-DNA binding, fluorescence polarization, 90 min; P20393; AID 1259318; 0.79% of 370,000 active;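 active = activity above about 14%, limit read from the data; passing the limit was not always enough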;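 note: 0% = DMSO wells with 35 nM protein and 100% = DMSO wells with 750 nM protein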
Target sequence (P20393 whole entry, looked up): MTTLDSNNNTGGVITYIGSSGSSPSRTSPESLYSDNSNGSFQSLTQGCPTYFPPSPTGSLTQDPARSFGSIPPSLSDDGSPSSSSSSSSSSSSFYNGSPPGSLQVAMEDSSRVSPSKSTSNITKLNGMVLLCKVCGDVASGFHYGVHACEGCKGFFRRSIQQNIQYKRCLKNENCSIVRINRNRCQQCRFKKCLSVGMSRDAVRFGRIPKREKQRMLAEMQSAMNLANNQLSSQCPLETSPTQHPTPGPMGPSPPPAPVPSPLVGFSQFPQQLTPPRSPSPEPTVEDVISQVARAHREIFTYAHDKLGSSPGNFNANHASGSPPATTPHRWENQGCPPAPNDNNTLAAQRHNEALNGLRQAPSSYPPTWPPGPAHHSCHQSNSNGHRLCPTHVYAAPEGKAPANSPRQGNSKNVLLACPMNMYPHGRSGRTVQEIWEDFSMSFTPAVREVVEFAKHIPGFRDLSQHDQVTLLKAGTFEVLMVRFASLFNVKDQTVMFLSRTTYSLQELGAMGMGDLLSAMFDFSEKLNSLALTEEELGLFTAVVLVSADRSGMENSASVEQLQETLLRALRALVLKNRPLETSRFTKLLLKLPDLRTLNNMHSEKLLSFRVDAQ
MBD2 DNA inh = inhibitors of human MBD2 binding to methylated oligonucleotide. inhibition, % at 4.4 µM. 0.31% of 370,000 active. Q9UBB5. AID 686964. TR-FRET; in the data active = inhibition above about 13%
Target sequence (Q9UBB5 whole entry, looked up): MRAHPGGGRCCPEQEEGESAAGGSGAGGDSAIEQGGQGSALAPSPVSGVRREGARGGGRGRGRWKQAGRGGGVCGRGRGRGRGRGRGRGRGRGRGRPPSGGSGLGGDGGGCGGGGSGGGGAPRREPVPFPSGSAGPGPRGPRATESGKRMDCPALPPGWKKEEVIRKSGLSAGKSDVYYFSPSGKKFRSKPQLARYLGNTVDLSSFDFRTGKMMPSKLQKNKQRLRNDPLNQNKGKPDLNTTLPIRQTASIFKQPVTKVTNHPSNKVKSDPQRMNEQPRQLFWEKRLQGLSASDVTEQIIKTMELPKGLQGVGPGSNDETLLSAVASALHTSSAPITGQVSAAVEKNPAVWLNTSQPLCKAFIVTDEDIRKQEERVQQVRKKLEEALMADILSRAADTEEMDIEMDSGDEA
An asterisk follows results filed as active; nt = not tested or not shown.

SMILES | DAX1 inh-1 | ADAM17 inh | PLCb3 inh | PLC-gamma1 inh | ssDAF-12 act | hcDAF12 agonist | hgDAF-12 ag | DAX1 inh-2 | SMARCA2 act | Rev-erbA mod | MBD2 DNA inh
CC1(C)CC(=O)C=C(Nc2ccc(OCC(F)(F)C(F)F)cc2)C1 | -0.9 | -5 | -12 | -9 | -1.1 | -0.6 | 0.1 | -0.6 | 0 | -4 | -1
CCC1CCCCN1C(=O)COC(=O)c1cc2ccccc2cc1O (centres undefined) | 0.1 | -15 | -49 | -42 | -1.2 | 0.3 | 1.3 | 0.3 | 1 | -1 | 6
Oc1cccc2ccc(/C=C/c3ccccc3Cl)nc12 | 0.0 | -2 | -20 | -14 | 0.8 | 7.1* | 10 | 1.9 | 12* | -2 | -3
C=CCn1c(SCc2c(Cl)cccc2Cl)nnc1-c1cccnc1 | 0.2 | -2 | 2 | 6 | -1.2 | -2.2 | 0.4 | -0.2 | 3 | 2 | -3
COc1ccccc1C(=O)C1CCCN(C(=O)C2=CC(=O)CC(C)(C)O2)C1 (centres undefined) | 0.1 | 0 | 0 | 5 | -1.2 | 0.0 | 0.9 | 0.1 | 0 | 1 | -4
Cc1ccc(-n2nc(C)cc2NC(=O)c2ccc(C)s2)cc1 | 0.0 | 5 | 0 | 4 | 0.4 | 3.0 | 0.1 | -0.5 | 0 | -1 | 34*
NC1=NS(=O)(=O)NC1c1ccc(Cl)cc1 (centres undefined) | 0.2 | -1 | 0 | 9 | -1.1 | -0.8 | 0.1 | -0.1 | 3 | 3 | 0
CC(C)Cn1c(C(C)NC(=O)Cc2ccccc2)nc2ccccc21 (centres undefined) | -0.7 | -1 | 3 | 1 | -1.6 | -1.7 | 3.1 | -1.0 | 3 | -3 | -4
CCCCn1cnc2c(=O)[nH]ccc21 | 1.2 | 6 | 6 | 3 | -1.5 | 0.8 | 2.1 | nt | -6 | -2 | -7
Cc1ccc(C)c(N2N=C(C(=O)O)CCC2=O)c1 | 0.4 | -1 | -8 | 1 | -0.7 | 0.1 | 0.2 | 2.1 | 0 | -2 | -11
COc1ccc(S(=O)(=O)N2CCCC2CNC(=O)C(=O)NCc2cccs2)cc1 (centres undefined) | -0.2 | 0 | -5 | 3 | -1.7 | -1.3 | -2.7 | 2.0 | -1 | 0 | -3
O=[N+]([O-])c1cccc(NC(=S)N2CCN(S(=O)(=O)c3ccccc3)CC2)c1 | -0.3 | -3 | -5 | 0 | -1.2 | 2.7 | 0.9 | 0.3 | 0 | 2 | -4
Cc1ccccc1-c1nn(-c2ccc(F)cc2F)cc1CNCCCN(C)C | 0.9 | -5 | -6 | -1 | -0.8 | -0.9 | -0.3 | -0.5 | 2 | -4 | -1
CCN(CC)c1ccc(N=Cc2cc(Br)ccc2O)cc1 | -2.3 | -2 | -9 | -5 | -1.7 | -3.3 | -2.6 | 0.5 | -2 | 7 | -7
O=C(CN1C(=O)NC2(CCCC2)C1=O)Nc1ccc(F)cc1 | 0.2 | -6 | 0 | 5 | -1.7 | 2.6 | -0.5 | -0.3 | -3 | -5 | 2
CCC(C)[C@H](NC(=O)C1CCN(C(=O)[C@H](Cc2ccccc2)NC(=O)OC(C)(C)C)CC1)C(=O)O (some centres undefined) | -0.5 | -2 | -7 | 4 | -0.6 | -0.6 | 0.7 | 0.1 | -2 | -2 | 4
CCOC(=O)c1c(C)[nH]c(N=Nc2ccccc2)c1C | 0.4 | 7 | 4 | 0 | -1.4 | 0.4 | 9.4 | 2.5 | 5 | 8 | 1
COc1ccc(NC(=O)c2cccc(N3C(=O)C4CCC(C)CC4C3=O)c2)c(OC)c1 (centres undefined) | -0.1 | 1 | -6 | 0 | -0.3 | -1.1 | -0.3 | 0.2 | -1 | 8 | -6
CCn1c(=O)cc(OCC(=O)Nc2nc(C)cs2)c2ccccc21 | 0.2 | -6 | -15 | -3 | -0.7 | 2.7 | -1.0 | -0.2 | -4 | 22 | 10
NN=C1c2ccccc2-c2ccc(N)cc21 | 0.8 | 3 | -6 | 5 | -0.9 | 0.8 | 5.2 | 0.1 | -3 | 2 | -16
COc1ccc(NC(=O)CN2C(=O)COc3ccc(S(=O)(=O)N4CCCCCC4)cc32)cc1 | -0.1 | -3 | -2 | 0 | -1.3 | 0.8 | -1.7 | 0.5 | -3 | 5 | 1
CCc1ccc(-c2cc3c(=O)n(CC(=O)NCCCN4CCN(CC)CC4)nc(C)n3n2)cc1 | 0.0 | -1 | -9 | 1 | -0.9 | 1.4 | 5.3 | -0.2 | -2 | -2 | 1
CCN(CC)C(=O)c1[nH]cnc1C(=O)N[C@@H](C)C(=O)OCc1ccccc1 | -0.2 | -5 | 2 | 2 | -1.1 | -1.1 | -2.1 | -1.3 | -1 | 0 | 4
COc1cc(SC)ccc1C(=O)N1CCN(c2ccc(O)cc2)CC1 | -1.1 | 0 | 0 | 0 | -0.7 | -0.9 | -2.6 | -2.3 | 2 | -5 | 0
O=C1CCC2(CCCCC2)N1CCCO | -0.8 | -2 | -1 | -2 | -0.5 | 0.3 | -3.4 | nt | -2 | 2 | -1

For reference, some entries already given.
SMILES | DAX1 inh-1 | ADAM17 inh | PLCb3 inh | PLC-gamma1 inh | ssDAF-12 act | hcDAF12 agonist | hgDAF-12 ag | DAX1 inh-2 | SMARCA2 act | Rev-erbA mod | MBD2 DNA inh
CC1(C)CC(=O)C=C(Nc2ccc(OCC(F)(F)C(F)F)cc2)C1 | -0.9 | -5 | -12 | -9 | -1.1 | -0.6 | 0.1 | -0.6 | 0 | -4 | -1
CCC1CCCCN1C(=O)COC(=O)c1cc2ccccc2cc1O (centres undefined) | 0.1 | -15 | -49 | -42 | -1.2 | 0.3 | 1.3 | 0.3 | 1 | -1 | 6
Oc1cccc2ccc(/C=C/c3ccccc3Cl)nc12 | 0.0 | -2 | -20 | -14 | 0.8 | 7.1* | 10 | 1.9 | 12* | -2 | -3
C=CCn1c(SCc2c(Cl)cccc2Cl)nnc1-c1cccnc1 | 0.2 | -2 | 2 | 6 | -1.2 | -2.2 | 0.4 | -0.2 | 3 | 2 | -3
COc1ccccc1C(=O)C1CCCN(C(=O)C2=CC(=O)CC(C)(C)O2)C1 (centres undefined) | 0.1 | 0 | 0 | 5 | -1.2 | 0.0 | 0.9 | 0.1 | 0 | 1 | -4

(listing goes on)
SMILES | DAX1 inh-1 | ADAM17 inh | PLCb3 inh | PLC-gamma1 inh | ssDAF-12 act | hcDAF12 agonist | hgDAF-12 ag | DAX1 inh-2 | SMARCA2 act | Rev-erbA mod | MBD2 DNA inh
COc1ccc(CNC(=O)COC(=O)c2n[nH]c3ccccc23)cc1OC | -0.7 | -1 | -3 | 2 | -1.1 | -1.1 | -2.5 | -1.7 | 1 | 2 | 0
Cc1nn(CC(=O)N/N=C/c2cccs2)c(C)c1[N+](=O)[O-] | -0.2 | -4 | -5 | 2 | -2.1 | 0.1 | 0.6 | 1.3 | -1 | 0 | -1
CCOC(=O)C1CCN(C(=O)COC(=O)C23CC4CC(CC(C4)C2)C3)CC1 | 0.3 | -2 | -5 | 3 | -0.9 | -1.4 | 0.5 | -0.3 | -2 | 1 | 5
Cc1ccc(C(=O)OCC(=O)Nc2ccccc2)cc1NC(=O)c1ccco1 | 0.7 | -2 | -1 | 5 | 0.0 | 1.5 | 4.8 | -0.6 | -1 | 0 | -3
CCCc1nnc(NC(=O)CCC(=O)N2CCN(S(=O)(=O)c3ccc(F)cc3)CC2)s1 | 0.2 | -3 | -8 | 0 | -1.3 | -0.5 | 1.3 | 0.6 | 0 | -5 | -2
CCn1cc(CN2CCC(n3nccc3NC(=O)c3cccc(F)c3)CC2)cn1 | -0.6 | -3 | -9 | 3 | -0.8 | -0.2 | 1.8 | 0.4 | -3 | -3 | 5
COc1ccccc1NC(=O)c1ccc(-c2ccccc2F)o1 | 0.8 | 0 | -16 | -20 | -0.2 | 2.1 | 5.2 | 0.6 | 7 | 6 | 1
COc1ccc(C)cc1NC(=O)C1CCN(C(=O)c2ccc(C(C)(C)C)cc2)CC1 | -0.4 | -1 | -11 | 2 | -1.0 | 1.7 | 2.1 | 0.9 | -2 | -4 | 7
CCOc1ccc(S(=O)(=O)N2CCN(C(=O)c3ccncc3)CC2)cc1 | -1.6 | -6 | -10 | -1 | -1.1 | -0.3 | -0.2 | 0.6 | -1 | 1 | 5
Cc1ccc2nc(Nc3ccccc3)c(C=O)c(=O)n2c1 | 0.3 | -2 | -6 | 0 | -1.9 | 0.2 | 1.6 | 2.7 | 0 | -12 | 0
Nn1c(SCC(=O)Nc2ccc(S(=O)(=O)N3CCCC3)cc2)nnc1C(F)(F)F | -0.5 | 1 | 2 | 6 | -0.4 | 0.8 | 0.4 | 0.0 | -1 | -5 | -2
c1ccc(-n2cnc3ccccc32)nc1 | 0.4 | 6 | 1 | 8 | -1.5 | -2.3 | 3.6 | -0.4 | -2 | 0 | 1
CC(/C=C/c1ccc(C)o1)=C\C(=O)O | -0.5 | -2 | -1 | 0 | -0.9 | -0.5 | 2.2 | 1.0 | -1 | 2 | -2
Cc1ccc(-n2c(Cn3ncc4ccccc4c3=O)n[nH]c2=S)cc1 | -0.4 | -3 | -7 | 0 | 1.3* | 0.6 | -0.7 | 1.3 | -1 | 6 | -6
CCN(CC)C(=O)C1(P(=O)(c2ccccc2)c2ccccc2)CCC1 | 0.3 | -5 | -9 | -3 | -0.5 | -0.9 | -0.7 | nt | -1 | -5 | 3
O=C(NC(=S)NC(=O)c1ccccc1F)c1ccccc1F | -0.7 | -7 | -1 | -1 | -1.5 | 2.9 | -0.5 | 0.4 | 10.0* | 1 | -1
CC1(C)NC(=O)N(CC(O)CN2C(=O)CCC2=O)C1=O (centres undefined) | 0.3 | -2 | 0 | 0 | -0.7 | -1.9 | 0.6 | 1.8 | 1 | 3 | -3
COc1ccc(C)cc1S(=O)(=O)NCc1cccs1 | 0.9 | 1 | -2 | 7 | -0.3 | 1.4 | 1.3 | 1.7 | 2 | 6 | -5
CCOC(=O)N1CCN(C(=O)c2ccc(CSc3ccc(Cl)cc3)cc2)CC1 | -0.7 | 3 | 1 | 6 | -1.5 | -2.5 | -0.1 | nt | 2 | 1 | 2
O=C1N(C2CCCC2)C[C@@H]2C[C@@H](c3cccn3-c3ccccn3)N3CCC[C@@]123 | -0.7 | -1 | -3 | -5 | -1.1 | -0.3 | 0.8 | 0.1 | 0 | -2 | -3
Cn1c(=O)[nH]c2cc3ccccc3cc21 | 0.1 | 5 | 4 | 7 | -0.3 | -1.3 | 2.1 | 2.0 | -4 | 1 | -9
CN(C)CCOCCSc1ccc(Cl)cc1 | -0.1 | -2 | 0 | -2 | -1.4 | -0.7 | 1.6 | -1.1 | -2 | -1 | 1
O=C(CCSC1=NCCCN1)c1ccc(F)cc1 | -0.2 | -8 | 2 | -1 | -1.6 | -0.8 | -0.2 | 3.4 | -3 | 5 | 7
NC(=O)C(c1ccccc1)c1ncc(C(F)(F)F)cc1Cl (centres undefined) | 0.1 | -5 | -4 | 5 | -1.8 | -0.5 | -0.3 | 0.1 | -3 | -4 | 9
O=C(c1cccc(-n2cnnn2)c1)N1CC=C(c2ccccc2)CC1 | -0.3 | -2 | -4 | -3 | -1.1 | -1.9 | -2.3 | -1.9 | -4 | -1 | 1
Cc1noc(C)c1Cn1c(C)c(C(=O)NCc2ccc3c(c2)OCCO3)sc1=O | -1.0 | -3 | -2 | -2 | -0.7 | -1.8 | -1.7 | nt | -2 | -3 | -1
